CCHF vOTU inh: CCHFV vOTU protease inhibitors, primary screen, biochemical, Pep-AMC substrate, fluorescence | Crimean-Congo hemorrhagic fever virus L polyprotein viral ovarian tumor (vOTU) protease … | inhibition, % at 11.5 µM | actives 0.55% (n = 370,000) | AID 651958, 2012; in the data active = inhibition above about 30%; note: 0% = vehicle wells with enzyme and 100% = no enzyme wells
Yp Topo-I inh: Yersinia pestis topoisomerase I inhibitors, primary screen, biochemical, cleavage product accumulation, plate reader, single point. DNA topoisomerase I (Yersinia pestis CO92). Y. pestis Topo-I cleavage product accumulation. activity, % at 10 µM. actives 0.064% (n = 360,000). AID 504884, 2011; in the data active = activity above about 50%, passing the limit was not always enough; inconclusive = no clear call, values can overlap the other calls; note: inactives centre near 2
BH1578 lux ind: inducers of Vibrio cholerae quorum light production without autoinducers, primary screen, BH1578 luxS cqsA deficient, single point | V. cholerae BH1578 lux reporter, luminescence, 6 h | activation, % at 18.7 µM | actives 0.16% (n = 350,000); in the data active = activation mostly above about 9.7%, no sharp cut-off; inconclusive = no clear call, values can overlap the other calls; inactive = mostly below about 3.7%; note: not every result past the cut was called active; inactives centre near 0; reference of the scale not given here
Anthrax LF prot: Bacillus anthracis LF protease inhibitors, primary screen, biochemical, multiplex microsphere, MLPCN library; Lethal factor (Bacillus anthracis), P15917; multiplex microsphere protease cleavage assay; inhibition, % at 10 µM; actives 0.12% (n = 360,000); note: plate controls were buffer without enzyme for full effect and enzyme alone for no effect
Target sequence (P15917 whole entry, looked up): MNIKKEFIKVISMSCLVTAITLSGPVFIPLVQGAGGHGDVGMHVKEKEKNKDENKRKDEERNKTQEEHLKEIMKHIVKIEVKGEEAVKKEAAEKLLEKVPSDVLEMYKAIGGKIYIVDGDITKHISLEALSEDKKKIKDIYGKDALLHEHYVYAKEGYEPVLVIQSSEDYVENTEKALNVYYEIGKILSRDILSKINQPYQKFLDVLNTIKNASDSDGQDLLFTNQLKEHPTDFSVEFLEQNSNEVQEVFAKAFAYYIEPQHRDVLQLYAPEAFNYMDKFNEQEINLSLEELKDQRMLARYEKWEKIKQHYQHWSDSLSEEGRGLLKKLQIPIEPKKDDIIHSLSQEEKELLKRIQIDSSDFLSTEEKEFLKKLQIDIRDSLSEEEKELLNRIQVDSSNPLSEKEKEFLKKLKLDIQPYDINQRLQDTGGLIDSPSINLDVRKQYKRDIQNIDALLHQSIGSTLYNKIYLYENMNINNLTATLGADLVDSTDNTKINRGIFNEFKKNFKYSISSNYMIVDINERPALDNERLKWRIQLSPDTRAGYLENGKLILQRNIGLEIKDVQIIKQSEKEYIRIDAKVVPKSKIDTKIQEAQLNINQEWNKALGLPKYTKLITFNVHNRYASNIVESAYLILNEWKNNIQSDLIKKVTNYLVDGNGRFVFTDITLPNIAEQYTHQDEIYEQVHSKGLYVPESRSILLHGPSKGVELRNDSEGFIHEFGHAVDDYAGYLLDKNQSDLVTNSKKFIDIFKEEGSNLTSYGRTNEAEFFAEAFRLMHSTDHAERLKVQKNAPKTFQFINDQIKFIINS
DUSP3 inh: VHR1 phosphatase inhibitors, primary screen, biochemical, absorbance, uHTS; recombinant VHR phosphatase, pNPP absorbance; inhibition, % at 13.3 µM; actives 0.52% (n = 290,000); in the data active = inhibition above about 50%; note: some compounds called inactive have numbers as strong as hits
Target sequence (P51452 whole entry, looked up): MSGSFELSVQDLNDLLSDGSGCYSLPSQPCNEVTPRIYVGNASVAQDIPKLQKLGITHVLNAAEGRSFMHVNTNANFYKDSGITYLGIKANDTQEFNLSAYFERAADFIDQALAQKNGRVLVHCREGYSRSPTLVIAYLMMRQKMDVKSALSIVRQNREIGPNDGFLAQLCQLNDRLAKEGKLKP
TcdB inh: TcdB glycohydrolase inhibitors, primary screen, biochemical, single point, plate reader | Toxin B (Clostridioides difficile), P18177 | TcdB glycohydrolase enzymatic assay | inhibition, % at 9.99 µM | actives 0.24% (n = 350,000) | AID 652162, 2013; in the data active = inhibition above about 10%
PriA SSB inh: inhibitors of Klebsiella pneumoniae PriA binding to SSB C-terminal tail, primary screen, biochemical, AlphaScreen; AlphaScreen SSBct-PriA binding, biotinylated peptide; actives 0.6% (n = 430,000); inhibition, % at 33 µM; PriA–SSB C-terminal tail interaction (Klebsiella pneumoniae); AID 1272365, 2023; in the data active = inhibition mostly above about 37%, no sharp cut-off; inactive = mostly below about 20%;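 note: plate controls were negative control peptide for no effect and reference peptide for full effect; strong numbers were not always called active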
BoNT A protease: BoNT/A light chain protease inhibitors, primary screen, biochemical, flow cytometry, MLPCN library. multiplex microsphere protease substrate cleavage. actives 0.17% (n = 360,000). inhibition, % at 10 µM. Botulinum neurotoxin type A light chain protease (Clostridium botulinum A str. ATCC 3502); note: plate controls were buffer without enzyme for full effect and enzyme alone for no effect
3CLpro inhibitor: SARS-CoV 3CLpro protease inhibitors, primary screen, biochemical, quenched FRET | Replicase polyprotein 1ab (Severe acute respiratory syndrome coronavirus), P0C6X7 | recombinant SARS-CoV 3CLpro, quenched FRET peptide cleavage | inhibition, % at 6 µM | actives 0.14% (n = 290,000) | AID 1706, 2009; in the data active = inhibition above about 12%
PfHsp40 yeast: rescue of yeast from PfHsp40 toxicity, primary screen, S. cerevisiae, ATP luminescence. S. cerevisiae expressing PfHsp40, growth rescue. growth rescue, % at 12.5 µM. actives 0.68% (n = 340,000); in the data active = growth rescue above about 28%, passing the limit was not always enough; inconclusive = no clear call, values can overlap the other calls;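 note: yeast W303a lacking pdr1 and pdr3 grown in galactose medium; growth measured after three days at 30 °C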
Starred values were filed as active, the others as inactive; i = inactive; u = inconclusive; x = no result given. Cut-off read from the data, not from the text of the source, unless noted: active = inhibition above about 30%; inconclusive = no clear call, values can overlap the other calls; inactive = below that.

SMILES | CCHF vOTU inh | Yp Topo-I inh | BH1578 lux ind | Anthrax LF prot | DUSP3 inh | TcdB inh | PriA SSB inh | BoNT A protease | 3CLpro inhibitor | PfHsp40 yeast
COC(=O)c1ccc(N=CC2=C(O)CC(c3ccccc3)CC2=O)cc1 (stereo unspecified) | -6 | -6 | i | x | 10 | 0.7 | -11 | x | -6 | x
S=C(NC1CCCCC1)N1CCN(Cc2ccccc2Cl)CC1 | 6 | 15 | -0.4 | -3 | -1 | 0.9 | -7 | -1.2 | 2 | 0.8
COC(=O)c1cc(C(=O)NC(C)C2CC3CCC2C3)cc([N+](=O)[O-])c1 (stereo unspecified) | 1 | -5 | -0.5 | -2 | -11 | 0.8 | 8 | -1.7 | 2 | 0.2
O=C(COc1ccc(Br)cc1)NCC1COc2ccccc2O1 (stereo unspecified) | 25 | 18 | i | 0 | x | -2.2 | -32 | -6.7 | x | 2.1
CCN(CC(=O)Nc1ccccc1C(=O)NC1CC1)Cc1cccs1 | 6 | 4 | -0.5 | 1 | x | 2.6 | -8 | 2.8 | x | 0.6
CC(OC(=O)CCC1CCCCC1)C(=O)Nc1ccc(S(N)(=O)=O)cc1 (stereo unspecified) | 2 | 13 | -0.3 | 3 | x | 3.1 | 3 | 3.2 | x | -0.1
COc1ccc(-c2c(-c3ccc4c(c3)OCO4)c3ccccc3n2C)cc1 | 2 | -20 | i | -3 | x | 1.3 | -4 | -0.4 | x | -1.1
COc1ccc(-c2csc(NC(=O)CSc3nnnn3C)n2)c(OC)c1 | 2 | -4 | -1.4 | -4 | x | -3.5 | -17 | -0.3 | x | -0.8
CCOC(=O)C1CCN(C(=O)COc2ccc(N(C)S(=O)(=O)c3ccc(OCC)cc3)cc2)CC1 | 12 | 23 | 0.2 | 0 | -9 | -3.0 | -3 | -0.3 | -2 | 0.2
CSCCC1NC(=O)N(CC(=O)N2CCc3ccccc3C2)C1=O (stereo unspecified) | 18 | 2 | i | 3 | x | 1.2 | 0 | 0.0 | x | 50*
COc1ccc(CNC(=O)C(=O)NCC2OCCN2S(=O)(=O)c2ccccc2)cc1 (stereo unspecified) | 2 | -3 | i | 0 | 26 | 0.6 | 4 | 1.7 | -5 | 0.3
CCc1nc2ccc(C(=O)N3CCN(c4cccc(C)c4C)CC3)cc2nc1CC | -1 | 21 | i | -2 | 39 | 0.9 | -5 | 0.2 | 4 | -0.3
COc1ccc(S(=O)(=O)N2CCOC23CCN(S(=O)(=O)c2c(C)cc(C)cc2C)CC3)cc1 | -1 | 25 | i | -1 | x | 0.2 | -1 | 0.2 | x | 1.4
CCOC(=O)c1c(NC(=O)COC(=O)Cc2ccccc2[N+](=O)[O-])sc(C(=O)N(C)C)c1C | -2 | 10 | -0.3 | 1 | x | 0.2 | 4 | -1.5 | x | 0.0
Cc1ccc(N2CC(C(=O)Nc3cc(C)on3)CC2=O)cc1 (stereo unspecified) | -19 | -1 | -0.4 | -2 | 18 | x | -2 | 0.4 | 5 | -0.1
O=C1c2ccccc2C(Nc2ccc(Cl)cc2)N1CCN1CCOCC1 (stereo unspecified) | 6 | -8 | -0.3 | 5 | 0 | 2.2 | 10 | 0.5 | -3 | -1.9
Cc1ccccc1N1CC(C(=O)Nc2nnc(SCCC3OCCO3)s2)CC1=O (stereo unspecified) | 5 | 15 | 0.5 | -6 | 37 | 2.7 | 3 | 0.1 | 2 | 2.4
O=c1c(C=NCC2CCCO2)c(-c2ccccc2)[nH]n1-c1ccc([N+](=O)[O-])cc1 (stereo unspecified) | 1 | 4 | -0.7 | 4 | 0 | 0.7 | -2 | 1.3 | -4 | 0.3
Cc1nc2ncnn2c(N2CCN(c3cccc(C(F)(F)F)c3)CC2)c1C | 13 | 20 | -1.2 | 1 | -12 | x | 8 | 0.9 | -2 | 4.3
COCCN(CC(=O)Nc1cccc(C)c1C)C(=O)c1ccc2c(c1)OCO2 | 1 | 0 | -0.6 | -1 | x | 1.4 | 10 | 0.3 | x | -0.7
O=C1C2C(c3ccccc3)C=CC(c3ccccc3)C2C(=O)N1c1ccncc1 (stereo unspecified) | 13 | 28 | 0.3 | 2 | 33 | x | 3 | -0.2 | 1 | -0.5
COc1cccc(CN(C(=O)Cn2nnc(-c3ccccc3F)n2)C(C(=O)NC(C)(C)C)c2ccncc2)c1 (stereo unspecified) | 13 | -2 | -0.4 | -1 | 12 | 0.1 | -2 | 0.5 | 5 | -1.6
CCOc1ccccc1C(=O)N/N=C/c1c[nH]c2ccccc12 | 11 | 2 | 0.4 | 6 | 0 | 2.3 | x | -0.1 | -5 | -0.4
Cc1noc(C)c1C(=O)OCC(=O)Nc1cccc(S(N)(=O)=O)c1 | 5 | -2 | -0.1 | -2 | 5 | -0.1 | -3 | 1.5 | 2 | -1.0
CCCCn1c(N)c(N(CC(C)C)C(=O)CSc2nn(-c3ccc(F)cc3)c(=S)s2)c(=O)[nH]c1=O | 38* | 4 | 0.0 | 2 | x | 1.1 | -2 | -0.6 | x | 1.4
CCOC(=O)C(N)CSC1CC(=O)N(c2ccc(OCC)cc2)C1=O (stereo unspecified) | 3 | 0 | i | 9 | 5 | -1.3 | 0 | -3.8 | -1 | 2.9
O=S(=O)(NC1=NCCCCC1)c1ccc2sc(NS(=O)(=O)c3ccc4ccccc4c3)nc2c1 | 17 | 29 | i | -4 | 17 | -0.8 | 4 | -0.7 | 7 | 1.3
O=C(NN=C1CCCC1)NC1CCCCC1 | 5 | 8 | -0.3 | 2 | -1 | 0.9 | 2 | -0.3 | -1 | -2.0
CCCCC(=O)NC(c1ccco1)c1c(O)ccc2ccccc12 (stereo unspecified) | -1 | -8 | 5.9 | -2 | -28 | x | -3 | -1.2 | 0 | 0.5
CCCC(O)(CCN1CCCCC1)c1ccc(OCC)cc1 (stereo unspecified) | -2 | -2 | -0.1 | -7 | 42 | 1.7 | -4 | -0.8 | -3 | -1.3
O=C1CCc2cc(S(=O)(=O)NCc3ccccc3Cl)ccc2N1 | 13 | -5 | 0.4 | 2 | x | 0.4 | -12 | -0.1 | x | 0.0
Cc1ccnc(NC(=O)CNC(=O)c2ccc(Br)o2)c1 | -5 | 3 | i | 0 | x | 1.3 | -3 | 0.4 | x | -0.6
COc1ccccc1N(CCOc1ccccc1)S(=O)(=O)c1ccccc1 | -8 | 4 | -2.9 | -2 | x | -0.2 | 1 | -0.4 | x | 3.5
COc1ccccc1C(=O)N/C(=C/c1ccc(Br)cc1)C(=O)N1CCCC1 | 6 | u | -0.4 | -3 | 5 | 1.5 | -6 | -2.3 | 1 | 0.4
COc1ccc(C(=O)NCCOc2ccccc2Cl)c(OC)c1OC | 16 | 0 | -1.9 | -16 | 0 | 1.5 | -12 | -0.6 | -3 | -0.8
O=C(COC(=O)c1n[nH]c2ccccc12)NC(=O)NC12CC3CC(CC(C3)C1)C2 | -3 | 40 | i | -2 | 12 | x | -13 | u | -1 | 0.4
CS(=O)(=O)N1CCN(c2ccc(NC(=O)c3cccnc3Cl)cc2)CC1 | 6 | -1 | i | -10 | 36 | x | -6 | -0.4 | 0 | 0.7
CN(Cc1c[nH]c2ccccc12)C1CCCCC1 | -9 | -4 | 0.0 | -1 | -11 | -1.8 | -2 | -0.3 | -1 | 0.0
O=C(CSc1nc(N2CCOCC2)nc(N2CCOCC2)n1)Nc1ccc([N+](=O)[O-])cc1 | 1 | 0 | i | 2 | -3 | -0.4 | -20 | 0.1 | -7 | -0.5
O=C(Nc1cccc(F)c1)C1CCN(C(=O)NCc2ccccc2)CC1 | 2 | 4 | -0.1 | 1 | 24 | 0.7 | 6 | -3.2 | 5 | 1.1
Cc1ccc(CCNC(=O)CCS(=O)(=O)Cc2ccc(C)cc2)cc1 | -4 | 6 | i | 0 | -3 | 0.2 | -7 | -3.0 | -1 | -1.3
CNC(=O)c1ccc(NC(=O)CC2SC(N3CCCC3)=NC2=O)cc1 (stereo unspecified) | -9 | -2 | i | -6 | x | 0.2 | -6 | 0.7 | x | -0.9
c1nc(NC2CCCCCC2)c2[nH]cnc2n1 | 2 | -3 | x | -8 | 3 | 0.8 | -6 | -1.9 | -2 | 1.2
O=C1C2C3C=CC(C3)C2C(=O)N1c1ccc2c(c1)CCC2 (stereo unspecified) | x | 3 | -0.6 | -3 | 3 | -4.5 | 1 | -0.5 | -2 | 1.2
CN(CC(=O)Nc1ccc(Cl)c(Cl)c1)C(=O)C1CCC1 | -18 | 1 | i | 4 | x | 9.5 | -10 | -0.1 | x | -0.2
COc1cc(CNC(=O)c2cc(-c3cc(F)ccc3OC(C)C)n[nH]2)cc(OC)c1 | 14 | 13 | -0.4 | -1 | x | -0.1 | x | -0.4 | x | x
COc1ccc(N2CCCCn3c2nc2c3c(=O)[nH]c(=O)n2C)cc1 | -7 | 3 | i | 0 | -4 | x | 7 | 1.0 | 0 | 0.6

Compounds listed so far containing a Cl atom, in the order listed:
SMILES | CCHF vOTU inh | Yp Topo-I inh | BH1578 lux ind | Anthrax LF prot | DUSP3 inh | TcdB inh | PriA SSB inh | BoNT A protease | 3CLpro inhibitor | PfHsp40 yeast
S=C(NC1CCCCC1)N1CCN(Cc2ccccc2Cl)CC1 | 6 | 15 | -0.4 | -3 | -1 | 0.9 | -7 | -1.2 | 2 | 0.8
O=C1c2ccccc2C(Nc2ccc(Cl)cc2)N1CCN1CCOCC1 (stereo unspecified) | 6 | -8 | -0.3 | 5 | 0 | 2.2 | 10 | 0.5 | -3 | -1.9
O=C1CCc2cc(S(=O)(=O)NCc3ccccc3Cl)ccc2N1 | 13 | -5 | 0.4 | 2 | x | 0.4 | -12 | -0.1 | x | 0.0
COc1ccc(C(=O)NCCOc2ccccc2Cl)c(OC)c1OC | 16 | 0 | -1.9 | -16 | 0 | 1.5 | -12 | -0.6 | -3 | -0.8
CS(=O)(=O)N1CCN(c2ccc(NC(=O)c3cccnc3Cl)cc2)CC1 | 6 | -1 | i | -10 | 36 | x | -6 | -0.4 | 0 | 0.7
CN(CC(=O)Nc1ccc(Cl)c(Cl)c1)C(=O)C1CCC1 | -18 | 1 | i | 4 | x | 9.5 | -10 | -0.1 | x | -0.2

Pulled by structure from above:
SMILES | CCHF vOTU inh | Yp Topo-I inh | BH1578 lux ind | Anthrax LF prot | DUSP3 inh | TcdB inh | PriA SSB inh | BoNT A protease | 3CLpro inhibitor | PfHsp40 yeast
COc1ccccc1N(CCOc1ccccc1)S(=O)(=O)c1ccccc1 | -8 | 4 | -2.9 | -2 | x | -0.2 | 1 | -0.4 | x | 3.5
O=C(Nc1cccc(F)c1)C1CCN(C(=O)NCc2ccccc2)CC1 | 2 | 4 | -0.1 | 1 | 24 | 0.7 | 6 | -3.2 | 5 | 1.1

Not all compounds are listed; count on the stated rates, not on these rows.
